Screening results: PubChem BioAssay, National Center for Advancing Translational Sciences (NCATS)
AmpC detergent = qHTS Inhibitors of AmpC Beta-Lactamase (assay with detergent) | P00811 | AmpC hydrolysis of nitrocefin, absorbance 480 nm, 0.01% Triton | Potency, µM (series often up to 114 µM), for the others: top-dose activity change, negative = inhibition, usual class: inhibitors | hit rate 0.041% among 370,000 | AID 485294, 2010;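 further: potency means the concentration at half of the fitted maximal effect; 0% = no-compound wells and -100% = no-enzyme wells; nearly all actives have a fitted effect of over 25% in size; some results filed as inactive show a strong effect at the top dose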
Target sequence (P00811 whole entry, looked up): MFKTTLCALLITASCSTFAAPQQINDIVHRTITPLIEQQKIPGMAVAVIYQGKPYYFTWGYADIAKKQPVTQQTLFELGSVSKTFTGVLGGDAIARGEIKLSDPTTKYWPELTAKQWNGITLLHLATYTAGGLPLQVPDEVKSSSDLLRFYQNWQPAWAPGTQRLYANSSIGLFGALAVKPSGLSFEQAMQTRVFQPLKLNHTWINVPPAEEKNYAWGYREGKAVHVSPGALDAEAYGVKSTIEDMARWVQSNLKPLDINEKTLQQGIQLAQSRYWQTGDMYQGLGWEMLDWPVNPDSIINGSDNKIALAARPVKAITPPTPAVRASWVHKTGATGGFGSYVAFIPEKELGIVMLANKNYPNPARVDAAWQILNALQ
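20 mM phosphate pH 7.0 + 0.01% (detergent screen) or 0.0001% Triton X-100; 5.3 nM AmpC reagent; cpd preinc 15 min RT; nitrocefin (800 uM stock) to start; A480 q20 s × 4 min; Activity was normalised to no-enzyme and no-compound control wells.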
AMA1-RON2 inh = qHTS for Inhibitors of AMA1-RON; Towards Development of Antimalarial Drug Lead: Primary Screen; hit rate 0.2% among 360,000; AlphaScreen AMA1-biotinylated RON2 peptide binding; Potency, µM (doses to about 58.2 µM), for the others: top-dose activity change, negative = inhibition, actives largely listed as inhibitors;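 further: potency means the concentration at half of the fitted maximal effect; 0% = vehicle wells and -100% = peptide control; nearly all actives have a fitted effect of over 45% in size; some results filed as inactive show a strong effect at the top dose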
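AMA1 (3D7) with his tag at 25 nM final met compounds first, then biotinylated RON2 peptide at 25 nM; detection used donor plus acceptor beads, 10 µg/mL apiece, read by AlphaScreen after 30 min at room temperature.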
HCMV inh = qHTS Assay for inhibitors of the human cytomegalovirus (HCMV) | HFF cells, HCMV-luciferase reporter, 72 h; hits give low values | activity change, negative = inhibition, % at 57.5 µM | hit rate 4.5% among 410,000 | AID 1259415, 2018; in the data active means activity change below about -60%; inconclusive means no clear call, values can overlap the other calls; inactive means above about -39%
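Cell-based, HFFs, 1000 cells/well, 16 h 37C; cpds in DMSO + HCMV-luc, MOI 1 PFU/cell; 72 h 37C; OneGlo luminescence after 5 min RT; norm. to buffer vs Salinomycin 10uM.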
AmpC inh no detg = qHTS Inhibitors of AmpC Beta-Lactamase (assay without detergent) | AmpC nitrocefin hydrolysis, absorbance 480 nm, 0.0001% Triton | Potency, µM (series often up to 57.1 µM), for inactives: at the highest dose activity change, negative = inhibition, actives largely listed as inhibitors | hit rate 0.52% among 330,000 | P00811 | AID 485341, 2010;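 further: potency means the concentration at half of the fitted maximal effect; plate controls were no compound for no effect and no enzyme for full effect; nearly all actives have a fitted effect of over 20% in size; some results filed as inactive show a strong effect at the top dose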
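AmpC (5.3 nM in the dispensed reagent) in 20 mM phosphate pH 7.0 with 0.01% (detergent screen) or 0.0001% Triton X-100 was preincubated with compounds for 15 min at room temperature. Nitrocefin was then added from an 800 uM solution, and hydrolysis was followed at 480 nm.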
FBPA Giardia inh = qHTS Assay for Inhibitors of Fructose-1,6-bisphosphate Aldolase from Giardia Lamblia | A8B2U2 | purified Giardia FBPA | Potency, µM (highest dose often 59.6 µM), inactives show top-dose activity, negative = inhibition, hits mostly inhibitors | hit rate 0.71% among 290,000 | AID 2451, 2010; further: potency means the concentration at half of the fitted maximal effect; nearly all actives have a fitted effect of over 55% in size
Target sequence (A8B2U2 whole entry, looked up): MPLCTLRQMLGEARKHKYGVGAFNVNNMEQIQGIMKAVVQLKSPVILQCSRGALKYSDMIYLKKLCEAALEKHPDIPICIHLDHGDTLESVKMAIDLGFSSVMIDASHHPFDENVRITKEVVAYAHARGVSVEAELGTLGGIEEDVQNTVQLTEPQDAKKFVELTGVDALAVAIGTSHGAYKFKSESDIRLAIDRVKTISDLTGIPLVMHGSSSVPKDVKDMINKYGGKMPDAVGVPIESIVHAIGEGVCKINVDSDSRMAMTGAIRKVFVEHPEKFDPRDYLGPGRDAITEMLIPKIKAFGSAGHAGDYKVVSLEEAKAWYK
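Giardia FBPA (40 nM reagent) was preincubated 10 min at RT with compound (up to 57.5 uM final), then substrate plus GAPDH/TPI/NAD/arsenate coupling system with diaphorase/resazurin was added; resorufin fluorescence (525/598 nm) was read after 20 min.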
Sm TGR inh = qHTS Assay for the Inhibitors of Schistosoma Mansoni Peroxiredoxins; hit rate 3% among 360,000; Schistosoma mansoni thioredoxin glutathione reductase (TGR), Q962Y6; Potency, µM (titrated, usually from 114 µM), for inactives: at the highest dose activity change, negative = inhibition, most hits filed as inhibitors; purified TGR, DTNB reduction, TNB absorbance 405 nm; further: potency means the concentration at half of the fitted maximal effect; nearly all actives have a fitted effect of over 60% in size
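First, TGR (20 nM dispensed) and NADPH were mixed with compound. Second, a 15 min room-temperature incubation followed. Third, further NADPH and then DTNB were added to start the reaction. Finally, TNB absorbance was monitored kinetically.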
An asterisk follows results filed as active; ? = inconclusive; · = no result given; [ ] = dose if it differs, or a comment. Unless noted, the call rests on the fitted dose curve; in most records, active means well fitted curve in the direction sought with a large enough effect; inconclusive means small, poorly fitted or top-dose-only effect, or another doubt; inactive means no such curve, though single readings can be large; an effect the other way counts as inactive or inconclusive. Unless noted, on the % scale 0 is the no-effect control and ±100 the full control effect.

SMILES | AmpC detergent | AMA1-RON2 inh | HCMV inh | AmpC inh no detg | FBPA Giardia inh | Sm TGR inh
CCO[C@@H]1OC(C(=O)NCc2nc3ccccc3[nH]2)=C[C@H](c2csc3ccccc23)[C@H]1CCCO | 3% | 5% | -13 | 96%[activator] | 0% | -6%
CCC(=O)Nc1cccc(-c2cn3c(C)csc3n2)c1 | 6% | · | -1 | · | · | 72%[activator]
COc1ccc(Nc2nc(N)c([N+](=O)[O-])c(NCCO)n2)cc1 | 0% | -2% | 33 | -46% | -3% | -5%
CNC(=O)NNC(=O)c1csc(-c2ccc(C(F)(F)F)cc2Cl)n1 | -8% | 51%[activator] | ? | 53% | 2% | 9%
Nc1nnc(SCc2ccccc2F)n1-c1ccccc1 | -7% | 22% | 41 | -20% | 5% | -2%
O=C(Nc1cccc(-c2cn3c(n2)SCC3)c1)c1ccc2ccccc2n1 | ? | 53%[activator] | 312 | -14% | -9% | 2%
Cc1cc(O)c2c(c1)C(O)(C1OC(CO)C(O)C(O)C1O)c1cccc(O)c1C2=O (centres undefined) | -5% | 5% | 2 | -10% | -11% | -7%
N#CC1=C(N)N(c2ncn[nH]2)C2=C(C(=O)CCC2)C1c1ccc(F)cc1 (centres undefined) | ? | 65%[activator] | 12 | -27% | -23% | 4%
Cc1cc(NC(=O)CCC(=O)N(Cc2cccs2)C(C(=O)NC2CCCC2)c2ccccc2)no1 (centres undefined) | 2% | -3% | -17 | 1% | 1% | -5%
Cc1cc(N2CCN(C(=O)c3ccco3)CC2)n2nc(-c3cccc(F)c3)cc2n1 | 5% | -11% | -63* | -6% | 5% | ?
Cc1cc(OCC(=O)Nc2ccccn2)c2c(C)c(C)c(=O)oc2c1 | 2% | 0% | 27 | -11% | 8% | -22%
CCOc1ccccc1NC(=O)c1ccc2oc(=O)c(S(=O)(=O)c3ccc(F)cc3)cc2c1 | 19% | · | -9 | · | · | -6%
COc1ccc(Cc2nc3ccc(C(=O)N(C)C(C)c4ccon4)cc3o2)cc1 (centres undefined) | 0% | 4% | 32 | 86%[activator] | · | 1%
COc1cccc(C(=O)NCCS(=O)(=O)N(C)C2CCCCC2)c1 | -15% | 0% | -33 | -6% | · | 5%
Cc1cc(C)n2nc(SCC(=O)NC(=O)c3ccc(OC(F)F)cc3)nc2n1 | · | 10% | 0 | -7% | · | ·
CC(=O)Nc1ccccc1-c1nc2ccccc2n(CC(=O)Nc2cccc(C)c2C)c1=O | 7% | · | 11 | · | · | -2%
COc1ccc(N(CC(=O)NCc2ccc(F)cc2)C(=O)Cn2nnc(-c3ccc(C)o3)n2)cc1OC | ? | -2% | 8 | 53% | -7% | 3%
COc1ccccc1NC(=O)c1ccc2c(c1)N(CC(=O)NC(C)(C)C)C(=O)C(C)(C)O2 | -1% | 2% | -27 | 23% | ? | -14%
CCOC(=O)c1cccnc1NC(=O)c1ccncc1 | -9% | 7% | -5 | -16% | 5% | 0%
CCCCSc1nc(N)c(C#N)c(-c2cccs2)c1C#N | ? | 19% | ? | -37% | -2% | -8%

Single values from the entries so far.
`Nc1nnc(SCc2ccccc2F)n1-c1ccccc1` @ HCMV inh: 41
`CCOc1ccccc1NC(=O)c1ccc2oc(=O)c(S(=O)(=O)c3ccc(F)cc3)cc2c1` @ AmpC detergent: 19%

Next section.
SMILES | AmpC detergent | AMA1-RON2 inh | HCMV inh | AmpC inh no detg | FBPA Giardia inh | Sm TGR inh
O=C(c1ccccc1)N1CCN(C(=O)c2cc3ccccc3oc2=O)CC1 | 6% | -10% | -1 | -7% | · | 17%
O=C(COC(=O)c1cc(=O)[nH]c2ccccc12)NCc1ccccc1Cl | · | 1% | 51 | -15% | · | ·
Cc1ccc(C(=O)CSc2nnc(-c3ccco3)n2CC2CCCO2)cc1 (centres undefined) | 5% | 3% | -7 | ? | 0% | 20µM*
CCOc1ccccc1CNC(=O)CN1C(=O)CCCc2ccccc21 | 17% | · | 0 | · | · | -2%
CCOC(=O)[C@@H]1[C@H]2COc3ccccc3[C@@H]2N2C(=O)N(c3ccccc3)C(=O)[C@]12C | -7% | -8% | 42 | 18% | -5% | -9%
COc1cc(CCC(=O)NNC(=O)c2cccc(Cl)c2)cc(OC)c1OC | -9% | 93%[activator] | 9 | -1% | -2% | 0%
CCc1ccc(N2C(=O)CC(NNc3nc4ccccc4s3)C2=O)cc1 (centres undefined) | 1% | 65%[activator] | 33 | -39% | ? | 5%
CC(NC(=O)CS(=O)(=O)c1ccccc1)c1ccccc1 (centres undefined) | -4% | -18% | -11 | -5% | · | 1%
O=C(Cn1ccnc1)c1ccc(O)c(O)c1 | 6% | -10% | -8 | -3% | · | -2%
Cc1cccc(C(=O)Nc2cccc(OCc3cc(=O)n4c(C)csc4n3)c2)c1 | 8% | · | -12 | · | · | 2%

Looked up by structure from above, 5 records:
SMILES | AmpC detergent | AMA1-RON2 inh | HCMV inh | AmpC inh no detg | FBPA Giardia inh | Sm TGR inh
CCOC(=O)[C@@H]1[C@H]2COc3ccccc3[C@@H]2N2C(=O)N(c3ccccc3)C(=O)[C@]12C | -7% | -8% | 42 | 18% | -5% | -9%
COc1cc(CCC(=O)NNC(=O)c2cccc(Cl)c2)cc(OC)c1OC | -9% | 93%[activator] | 9 | -1% | -2% | 0%
Cc1ccc(C(=O)CSc2nnc(-c3ccco3)n2CC2CCCO2)cc1 (centres undefined) | 5% | 3% | -7 | ? | 0% | 20µM*
O=C(c1ccccc1)N1CCN(C(=O)c2cc3ccccc3oc2=O)CC1 | 6% | -10% | -1 | -7% | · | 17%
CCOc1ccccc1CNC(=O)CN1C(=O)CCCc2ccccc21 | 17% | · | 0 | · | · | -2%

More entries follow:
SMILES | AmpC detergent | AMA1-RON2 inh | HCMV inh | AmpC inh no detg | FBPA Giardia inh | Sm TGR inh
O=C(COC(=O)Cc1ccc(Cl)cc1Cl)NC1CC1 | · | -2% | -32 | -13% | · | ·
Cc1cc(C)nc(N2CCC(C(=O)NCCc3ccc(Cl)cc3)CC2)n1 | 0% | 9% | 63 | -3% | 4% | 0%
O=C(COC(=O)c1ccccc1)c1ccc(S(=O)(=O)N2CCCCC2)cc1 | -11% | -4% | -13 | -42% | · | -8%
Cc1cc(Cl)ccc1Oc1ncnc2oc(-c3ccccc3)cc12 | 2% | -1% | -15 | -21% | 6% | 11%
CCOC(=O)c1c(C)oc2ccc(OCC(=O)C(C)(C)C)cc12 | ? | 13% | 9 | 4% | -18% | -4%
COc1ccc2c(c1OC)C(=O)N1C(C(=O)O)Cc3c([nH]c4ccccc34)C21 (centres undefined) | -11% | 1% | 51 | -24% | -11% | -16%[11.4 µM]
CCn1c(=O)cc(SCC(=O)NCc2ccco2)c2ccccc21 | 2% | -6% | 4 | -2% | -7% | -1%
O=C(COc1ccc(Br)cc1)Nc1ccc2oc(=O)ccc2c1 | -3% | 18% | ? | -53% | · | -6%
COc1ccc(-c2noc(=O)n2Cc2ccccc2Cl)cc1 | 2% | 3% | ? | -19% | 7% | 0%
CCOC(=O)c1sc(NS(=O)(=O)c2cc(C)ccc2C)nc1C | -5% | -2% | 61 | -59% | 20% | 0%
COc1ccc(C2=C(C)C(=O)N(Cc3ccc(C(=O)Nc4cccc(F)c4)cc3)S2(=O)=O)cc1 | 0% | · | -26 | · | · | 2%
CCOC(=O)C1C(=O)NC(c2ccccc2)=NC1c1cccc(Br)c1 (centres undefined) | 3% | -6% | ? | -10% | -9% | 5%
O=C(Nc1nccs1)c1cc(-c2ccccc2)nn1-c1ccccc1 | -4% | -11% | ? | -22% | -3% | -6%
O=C(O)CNC(=S)N(Cc1ccccc1)Cc1ccccc1F | -4% | 0% | -25 | -14% | ? | 4%
Cn1c(N)c(S(=O)(=O)N2CCN(c3ccccc3)CC2)c(=O)n(C)c1=O | -3% | 3% | -37 | -13% | 6% | -5%
COc1ccccc1C1CC(c2ccc(F)cc2)Nc2ncnn21 (centres undefined) | -4% | 47%[activator] | -32 | -13% | -7% | -6%
Clc1ccccc1-c1ncc(-c2ccccc2)o1 | -14% | 5% | 86 | -3% | -1% | 6%
CCC(C)c1ccc(S(=O)(=O)N2CCN(C(=O)COc3ccc4c(C)cc(=O)oc4c3)CC2)cc1 (centres undefined) | 3% | 3% | -29 | 8% | 1% | 4%
COc1ccc(C2c3[nH]c4ccccc4c3CCN2Cc2cccn2-c2ncccn2)cc1C (centres undefined) | 5% | ? | -99* | 73%[activator] | -18% | -8%
O=C(c1ccco1)N1CCN(C(=O)C2CC(=O)N(c3ccccc3)C2)CC1 (centres undefined) | 2% | 5% | · | -18% | · | 2%
O=C(O)Cc1ccc(NC(=O)c2cccs2)cc1 | -11% | 8% | -15 | -16% | 7% | -6%
O=c1nc(N2CCOCC2)nc(N/N=C/c2ccc3c(c2)OCO3)[nH]1 | 2% | 28% | 6 | -21% | -15% | 7%
CCN(C[C@H]1N[C@@](C)(C(=O)OC)[C@H]2C(=O)N(C)C(=O)[C@@H]12)C(C)=O | · | -15% | -4 | -7% | · | ·
O=C(Cc1cccc(C(F)(F)F)c1)N1CCN(CC(=O)N2CCCC2)CC1 | -12% | 13% | -4 | 148%[activator] | · | -10%
COCCn1c(SCC(=O)Nc2cc(C)on2)nnc1-c1c[nH]c2ccccc12 | -10% | 10% | -2 | -28% | 0% | 3%
CCC(C)c1ccc(NC(=S)Nc2ccc(OC)cc2)cc1 (centres undefined) | 1% | 25% | -19 | -27% | 0% | 9%
CN(C)S(=O)(=O)c1ccc(Cl)c(C(=O)OCC(=O)NNC(=O)c2cccs2)c1 | ? | 69%[activator] | 0 | -15% | · | -3%
O=C(Nc1ccnn1C1CCN(Cc2cccc(O)c2)CC1)C1CCCC1 | ? | 12% | -22 | -9% | -4% | -5%
